# Assay outcomes from PubChem.
# KB-V1 cytotox: KB-V1 MDR subline cytotoxicity; KB-V1 MDR cells viability, CellTiter-Glo, 72 h; Potency, µM (titrated, usually from 46.1 µM), without a hit: top-dose activity change, negative = cytotoxicity, hits mostly cytotoxic; actives 3.4% (n = 400,000); AID 1347076; further: potency means the concentration at half of the fitted maximal effect; on the % scale 0 is the no-effect control and ±100 the full control effect; nearly all actives have a fitted effect of over 60% in size
#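 In this primary screen, KB-V1 cells overexpressing P-gp are incubated with library compounds (lowest to highest concentration) for 72 h at 37 degrees C before a luminescent ATP viability read.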
# KB-3-1 tox: kills parental KB-3-1 adenocarcinoma cells. Potency, µM (highest dose often 46.1 µM), for inactives: top-dose activity change, negative = cytotoxic, actives largely listed as cytotoxic. KB-3-1 viability, CellTiter-Glo ATP luminescence, 72 h. actives 1.4% (n = 400,000); further: potency means the concentration at half of the fitted maximal effect; on the % scale 0 is the no-effect control and ±100 the full control effect; nearly all actives have a fitted effect of over 60% in size
#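 Multi-concentration cytotoxicity screen in KB-3-1 cells grown in DMEM lacking phenol red with 10% FBS. After 72 h at 37 °C with compound, ATP-dependent luminescence was recorded.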
# DRD3 agonist: D3 dopamine receptor (human) agonism | D3R DiscoveRx beta-arrestin cells, luminescence, 90 min | max activation, % | actives 0.58% (n = 410,000) | P35462; in the data active means max activation above about 30%; further: 0% is about no effect; mostly tested at two doses, the higher about 12 µM
# Target sequence (P35462 whole entry, looked up): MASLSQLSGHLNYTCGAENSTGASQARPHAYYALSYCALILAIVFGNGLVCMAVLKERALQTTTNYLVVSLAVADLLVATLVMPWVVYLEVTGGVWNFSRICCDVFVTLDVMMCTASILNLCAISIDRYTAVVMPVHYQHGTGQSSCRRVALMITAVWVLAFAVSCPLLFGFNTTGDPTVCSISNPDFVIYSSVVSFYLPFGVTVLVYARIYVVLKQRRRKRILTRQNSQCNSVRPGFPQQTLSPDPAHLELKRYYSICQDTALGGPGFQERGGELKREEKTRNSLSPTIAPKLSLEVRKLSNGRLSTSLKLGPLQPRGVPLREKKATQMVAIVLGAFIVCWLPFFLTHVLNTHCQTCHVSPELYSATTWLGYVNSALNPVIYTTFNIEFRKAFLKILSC
#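 Agonist mode: compounds and dopamine controls were applied to plated cells for 90 min at 37 degrees C after an overnight attachment at 1500 cells/well. Luminescent read-out followed 30 - 60 minutes at room temperature with DiscoveRx detection reagent.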
# The depositor's hits bear a star; ? = inconclusive. Unless noted, the call rests on the fitted dose curve; in most records, active means well fitted cell-killing curve with a large enough effect; inconclusive means small, poorly fitted or top-dose-only effect, or effect the other way; inactive means flat fitted curve, though single readings scatter.
SMILES,KB-V1 cytotox,KB-3-1 tox,DRD3 agonist
CC(C)(C)OC(=O)N1CCC(N2CCN(Cc3ccccc3)C(=O)C2=O)CC1,12%,-15%,-12
CCOC(=O)C1=C(C)N=C2SCCC(=O)N2C1c1ccc(OCc2ccccc2)cc1 (stereo not given),-1%,4%,10
Cc1ccccc1CNC(=O)c1cccc(NC(=O)c2nsc3ccccc23)c1,10%,-18%,8
CCOC(=O)c1c(C)[nH]c(C)c1S(=O)(=O)N1CCCC(C(=O)Nc2ncccc2C)C1 (stereo not given),?,-1%,9
O=C(OCc1cc(=O)n2nc(-c3cccs3)sc2n1)c1ccccc1Br,7%,-16%,-2
COc1ccc(C(C(=O)Nc2ccc(C(C)C)cc2)N(C)C(=O)Cc2cccs2)cc1 (stereo not given),-22%,-24%,-12
Cc1nc2cccnc2n1-c1cccc(C(=O)NCc2cccc(Cl)c2)c1,-11%,-15%,4
CCOC(=O)c1ccc(NC(=O)CC2C(=O)N(c3ccc(F)cc3)C(=O)N2Cc2ccc3c(c2)OCO3)cc1 (stereo not given),?,?,13
CCc1cccc(NC(=O)CN(c2ccc(C)c(C)c2)S(=O)(=O)c2ccsc2C(=O)OC)c1,-26%,-18%,1
CCN(CC)CCOC(=O)c1ccc(NC(=O)Cn2ncc3c([nH]c4ccc(C)cc43)c2=O)cc1,8%,?,3
CCN(CCCNC(=O)c1cc2cc3cc(C)ccc3nc2s1)c1cccc(C)c1,11%,-4%,-1
CCCN(CCC)C(=O)Cn1nnc2sc(-c3ccccc3)cc2c1=O,4%,9%,1
C#CC(C)(CC)NC(=O)Cn1nnc(-c2ccc(OCc3ccccc3C)cc2)n1 (stereo not given),?,-13%,14
O=C(Nc1cc(-c2nc3ccccc3o2)ccc1Cl)c1sc2c([N+](=O)[O-])cccc2c1Cl,12%,-2%,-21
CC(=O)Nc1ccc(NC(=O)C(Cc2ccccc2)NS(=O)(=O)c2ccc3c(c2)oc(=O)n3C)cc1 (stereo not given),3%,-4%,-1
Cc1nc2c3cccnc3nn2c(C)c1CCC(=O)NCc1ccccc1,23%,-18%,-13
CCOc1cccc(NC(=O)CSc2ncc(-c3ccccc3)[nH]2)c1,8%,7%,7
Cc1cccc(C)c1NS(=O)(=O)c1ccc2c(c1)[C@H]1C=CC[C@H]1[C@@H](c1ccc(Cl)cc1)N2,?,0%,-14
Cc1ccccc1CNC(=O)C(=O)NCC(c1ccco1)S(=O)(=O)c1ccc(F)cc1 (stereo not given),?,-8%,3
Cc1cccc(CNC(=O)C2CCC(CNS(=O)(=O)c3ccc4c(c3)CCCC(=O)N4)CC2)c1 (stereo not given),?,3%,1
CCc1ccccc1NC(=O)Cn1nc2c3cc(F)ccc3n(Cc3cccc(C)c3)cc-2c1=O,2%,1%,5
Cc1ccc(NC(=O)C2CCN(c3nc4ccccc4[nH]3)CC2)cc1Cl,5%,5%,-23
CC(=O)c1cccc(Nc2nc(-c3cccc(C)c3)nc3ccccc23)c1,3%,-5%,-30
COc1cccc(NC(=O)CCc2c(C)nc3c4cccnc4nn3c2C)c1,1%,4%,-14
O=S(=O)(NCc1ccc(Cl)cc1)c1ccc2[nH]c3c(c2c1)CCCC3,-20%,?,-13

# 3 entries drawn at random from the list so far, as already listed:
SMILES,KB-V1 cytotox,KB-3-1 tox,DRD3 agonist
CCOC(=O)C1=C(C)N=C2SCCC(=O)N2C1c1ccc(OCc2ccccc2)cc1 (stereo not given),-1%,4%,10
CCOC(=O)c1c(C)[nH]c(C)c1S(=O)(=O)N1CCCC(C(=O)Nc2ncccc2C)C1 (stereo not given),?,-1%,9
COc1ccc(C(C(=O)Nc2ccc(C(C)C)cc2)N(C)C(=O)Cc2cccs2)cc1 (stereo not given),-22%,-24%,-12

# More records:
SMILES,KB-V1 cytotox,KB-3-1 tox,DRD3 agonist
CCOc1ccc(NC(=O)CSc2nc3c(oc4ccccc43)c(=O)n2-c2cc(C)cc(C)c2)cc1,?,?,5
Cc1ccc(S(=O)(=O)Cc2nc(-c3ccc(C(=O)NCCCOC(C)C)cc3)oc2C)cc1,?,2%,0
CC(C)(C)c1ccc(C(=O)Nc2ccc(C(=O)OCc3cc(=O)n4ccsc4n3)cc2)cc1,?,-2%,26
CCOc1cc(CNC(=O)c2ccc3c(c2)N(C)C(=O)C2CCCCN32)ccc1OC (stereo not given),0%,-2%,-11
Cc1ccc(Cn2ccc(NC(=O)c3cc(-c4ccc(Cl)c(Cl)c4)on3)n2)cc1,9%,19%,-13
COC(=O)c1cc2sccc2n1Cc1ccccc1,?,0%,-16
CCOc1ccc(NC(=O)CC2Nc3cccc4cccc(c34)NC2=O)cc1 (stereo not given),8%,19%,3
Cc1ccc(NS(=O)(=O)c2ccc3c4c(cccc24)C(=O)N3)c(C)c1,11%,2%,6
Cn1nnnc1SCCCNCc1cc(Cl)ccc1OCc1ccccc1,?,4%,-25
CCOC(=O)c1cnc2c(C)c(Cl)ccc2c1Nc1ccc(N2CCOCC2)cc1,-6%,6%,0
CC(=O)OC1=C(C(C)=O)N(Cc2ccccc2)S(=O)(=O)c2ccccc21,-13%,-7%,5
O=C(COc1ccccc1)NCC(c1ccc(Cl)cc1)N1CCOCC1 (stereo not given),-3%,-2%,1
CCc1ccc2c(c1)c(=O)c(S(=O)(=O)c1ccc(Cl)cc1)cn2CC,0%,-7%,3
CCc1ccc(N(CC)C(=O)c2sc3nc4n(c(=O)c3c2C)CCCC4)cc1,-1%,5%,4
Cc1cc(-n2c(C)nc3ccccc3c2=O)ccc1NC(=O)c1ccc([N+](=O)[O-])cc1,-8%,0%,-10
Cc1ccc(NC(=O)CSc2ncc3c(n2)-c2ccccc2N(Cc2cccc(F)c2)S3(=O)=O)cc1F,?,-1%,-8
CCOc1cc(CNC(=O)c2sc3ncnc(N(C)C4CCCCC4)c3c2C)ccc1OC,?,?,4
Cc1cc(C)cc(NC(=O)COCc2cc(-c3ccc4c(c3)OCO4)on2)c1,2%,-2%,4
CCOC(=O)CSc1nc2sc3c(c2c(=O)n1-c1ccccc1)CC(C(C)C)OC3 (stereo not given),?,19%,1
COc1ccc(S(=O)(=O)Nc2cc(-c3cn4ccccc4n3)ccc2C)cc1,7%,-11%,0
Cc1c(C(=O)Nc2ccc(C(C)C)cc2)sc2nc3n(c(=O)c12)CCC3,-28%,?,-2
CCOC(=O)N1CCc2c(sc3c2c(=O)n(-c2ccc(Cl)cc2)c(=O)n3CC(=O)Nc2ccccc2)C1,9%,9%,8
Cc1ccc(OC(=O)CSc2nnc(-c3cccs3)o2)c(C)c1,14%,1%,5
Cc1ccc(CNC(=O)CCCCCn2c(=O)c3sccc3n(CC(=O)N(C)c3ccccc3)c2=O)cc1,-1%,7%,7
Cc1ccc2c(c1)C(=O)OC(C(=O)Nc1ccccc1C(=O)O)C2 (stereo not given),-28%,-8%,14

# The closing four records of the section before open the next one:
SMILES,KB-V1 cytotox,KB-3-1 tox,DRD3 agonist
CCOC(=O)N1CCc2c(sc3c2c(=O)n(-c2ccc(Cl)cc2)c(=O)n3CC(=O)Nc2ccccc2)C1,9%,9%,8
Cc1ccc(OC(=O)CSc2nnc(-c3cccs3)o2)c(C)c1,14%,1%,5
Cc1ccc(CNC(=O)CCCCCn2c(=O)c3sccc3n(CC(=O)N(C)c3ccccc3)c2=O)cc1,-1%,7%,7
Cc1ccc2c(c1)C(=O)OC(C(=O)Nc1ccccc1C(=O)O)C2 (stereo not given),-28%,-8%,14
O=C(Nc1ccc2nc(SCCOc3ccccc3)sc2c1)c1cccs1,7%,1%,6
COc1ccc(CCN2C(=O)CN(C3CCC(C)CC3)C(=O)C2c2ccc(OC(C)C)c(OC)c2)cc1OC (stereo not given),-6%,-1%,-12
CC1=C(C(=O)Nc2ccccc2)C(c2ccccc2)n2nc(-c3ccco3)nc2N1 (stereo not given),-1%,-5%,-2
CCOc1ccccc1-c1nc(SCC(=O)c2ccc(OC)c(Br)c2)n[nH]1,1%,-18%,-11
Cc1ccc(Cl)cc1N1CCN(S(=O)(=O)c2ccc3c(c2)CCCN3C(=O)C2CCC2)CC1,-9%,0%,-16
Cc1cc(OC(C)C(=O)Nc2cccc(-c3nc4ccccc4o3)c2)cc(C)c1Cl (stereo not given),?,4%,-5
CCOc1ccc(S(=O)(=O)N2CCC(c3ccncc3)CC2)cc1,-3%,-9%,-8
CC(=O)c1ccc(NS(=O)(=O)c2cc(-c3cc(C)no3)ccc2C)cc1,?,?,-17
COc1ccc(-n2c(SCc3nc(-c4ccc(C)cc4)no3)nnc2-c2ccncc2)cc1,5%,-21%,5
Cc1noc(-c2ccc(-c3noc(-c4ccc(Cl)cc4)n3)cc2)n1,17%,?,-15
COC(=O)c1ccc(Cn2c(=O)cc(C)c3c(C)nn(C)c32)cc1,13%,-1%,37*
COc1ccc2c(c1)CCc1c(C(=O)Nc3cc(OC)c(Cl)cc3OC)noc1-2,7%,3%,0
CCOc1ccc(C2c3cc(OCC)c(OCC)cc3CC(=O)N2c2ccc(C(=O)O)cc2)cc1OCC (stereo not given),12%,-3%,-14
CCCNC(=O)c1c(NC(=O)c2ccc(C)cc2)sc2c1CCCCC2,17%,5%,7
COc1cccc(NC(=O)CCC(=O)N2Cc3ccccc3Oc3ncccc32)c1,-3%,17%,-6
COc1ccc(N(Cc2cccs2)C(=O)c2ccccc2C)cc1,?,-30%,-22
Cc1cc(C)c(NC(=O)CSc2nc3ccccc3c3nc(CCn4cncc4C)nn23)c(C)c1,14%,-17%,0
Cc1cc(=O)c2cc(C(=O)Nc3ccccc3)ccc2[nH]1,28%,0%,8
COc1cccc(NC(=O)CSC2=Nc3ccccc3C3=NC(CCC(=O)NCc4ccco4)C(=O)N23)c1 (stereo not given),-4%,-16%,1
CCOC(=O)c1nc(Nc2ccc(C(=O)OC(C)C)cc2)c2ccccc2n1,-16%,4%,16
Cc1cc(C)cc(NC(=O)CCCn2c3ccccc3c(=O)c3ccccc32)c1,?,?,7
COc1ccccc1N1CCN(C(=O)C2CCN(S(=O)(=O)Cc3ccccc3)CC2)CC1,-12%,-14%,3
COCCCNc1nc(NCc2ccc(C)cc2)c2cnn(C)c2n1,-18%,1%,4
CCOC(=O)c1cc(-c2ccc(F)cc2)n(CCC(=O)Nc2nc3cc(C)c(C)cc3s2)c1C,21%,4%,8
Cc1ccc(-n2ncc(C(=O)N3CCC(c4ccccc4)C3)c2C2CCN(C(=O)OC(C)(C)C)CC2)cc1 (stereo not given),1%,0%,-10

# (listing goes on)
SMILES,KB-V1 cytotox,KB-3-1 tox,DRD3 agonist
O=C(Nc1ccc(Br)cc1)c1cc(S(=O)(=O)NC2CCCC2)ccc1F,?,21µM*,-5
CCOc1ccc2nc(N3CCCC(C(=O)Nc4ccc(OC)cc4)C3)sc2c1 (stereo not given),-14%,?,9
COc1ccc(OC)c(NC(=O)c2ccc3c(c2)c(C)c(C)n3Cc2ccc(F)cc2)c1,10%,1%,-18
COc1ccc(Cl)cc1NC(=O)c1cc2nc(-c3ccc(C)cc3)cc(C(F)(F)F)n2n1,15%,?,2
CCCCc1nn2c(=O)cc(COC(=O)c3ccccc3NC(=O)c3cccc(C)c3)nc2s1,-6%,6%,3
CCC(=O)N1c2ccccc2CC1C(=O)NCCCN1CCN(c2cccc(Cl)c2)CC1 (stereo not given),9%,3%,-24
Cc1nn(-c2ccccc2)c(-n2cccc2)c1C(=O)NCCc1ccc(Cl)cc1,?,-10%,-22
COc1ccccc1CCNC(=O)C(=O)NCC(c1ccco1)S(=O)(=O)c1cccs1 (stereo not given),?,0%,-8
CCN(CC)c1ccc(NC(=O)Cn2cc3c(n2)CCCC3)c(C)c1,8%,-3%,-9
Cc1ccc(-c2cc(C(=O)N(Cc3ccc(C(C)(C)C)cc3)Cc3ccco3)no2)cc1,-14%,-10%,-11

# As a short view, part of the list above.
SMILES,KB-V1 cytotox,KB-3-1 tox,DRD3 agonist
O=C(Nc1ccc(Br)cc1)c1cc(S(=O)(=O)NC2CCCC2)ccc1F,?,21µM*,-5
CCOc1ccc2nc(N3CCCC(C(=O)Nc4ccc(OC)cc4)C3)sc2c1 (stereo not given),-14%,?,9
COc1ccc(OC)c(NC(=O)c2ccc3c(c2)c(C)c(C)n3Cc2ccc(F)cc2)c1,10%,1%,-18
COc1ccc(Cl)cc1NC(=O)c1cc2nc(-c3ccc(C)cc3)cc(C(F)(F)F)n2n1,15%,?,2
CCCCc1nn2c(=O)cc(COC(=O)c3ccccc3NC(=O)c3cccc(C)c3)nc2s1,-6%,6%,3
CCC(=O)N1c2ccccc2CC1C(=O)NCCCN1CCN(c2cccc(Cl)c2)CC1 (stereo not given),9%,3%,-24

# Only part of the results is shown; the hit share may differ from the screen's.
